# Bioassay records: PubChem BioAssay, several laboratories
# MITF act: activators of MITF-driven TRPM1 promoter reporter, primary screen, cell-based, SK-MEL-5, luciferase, single point | actives 0.75% (n = 300,000) | SK-MEL-5 TRPM1-promoter luciferase, 24 h; % of positive control, neutral wells = 0 | activation, % at 12.5 µM;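 active = mean activation of at least 80% with every replicate also reaching 80%; inconclusive = mean reaches 80% but some replicate falls short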;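 also: 0% = neutral control wells and 100% = parthenolide positive control wells; values of inactives mirror those of a sister screen read the other way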
# SR-BI DiI inh: inhibitors of SR-BI mediated HDL lipid uptake, primary screen, ldlA[mSR-BI] cells, fluorescence, single point; inhibition, % at 12.5 µM; Scavenger receptor class B member 1 (Mus musculus), Q61009; actives 0.96% (n = 320,000); AID 488896, 2010; ldlA[mSR-BI] CHO cells, DiI-HDL uptake fluorescence, 3 h;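 active = mean replicate inhibition of at least 70% and a set share of replicates each scoring 70 or more; inconclusive = meets just one of the two criteria; inactive = fails both criteria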;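 also: 0% = median of neutral control wells and 100% = median of positive control wells; values of inactives mirror those of a sister screen read the other way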
# Target sequence (Q61009 whole entry, looked up): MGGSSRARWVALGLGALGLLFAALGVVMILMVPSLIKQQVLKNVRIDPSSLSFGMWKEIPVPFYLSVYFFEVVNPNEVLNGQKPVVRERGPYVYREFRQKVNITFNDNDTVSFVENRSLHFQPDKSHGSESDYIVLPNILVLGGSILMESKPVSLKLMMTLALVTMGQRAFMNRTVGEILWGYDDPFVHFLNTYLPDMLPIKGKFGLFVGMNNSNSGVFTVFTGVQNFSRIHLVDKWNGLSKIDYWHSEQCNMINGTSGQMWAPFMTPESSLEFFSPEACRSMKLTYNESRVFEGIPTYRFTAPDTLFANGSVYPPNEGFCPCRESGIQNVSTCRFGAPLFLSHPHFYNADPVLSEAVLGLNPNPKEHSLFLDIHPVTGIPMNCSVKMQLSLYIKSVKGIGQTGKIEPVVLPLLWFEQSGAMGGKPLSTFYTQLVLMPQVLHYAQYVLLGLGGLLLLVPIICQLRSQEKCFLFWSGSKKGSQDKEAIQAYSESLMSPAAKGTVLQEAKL
# SR-BI DiI-HDL act: activators of SR-BI mediated DiI-HDL uptake, primary screen, ldlA[mSR-BI] CHO cells, DiI fluorescence | 3 h; 100 = double the neutral-control signal | activation, % at 12.5 µM | actives 0.096% (n = 320,000) | AID 504775, 2011;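 active = mean replicate activation of at least 60% and every replicate at or above 60%; inconclusive = mean or all-replicate condition met, but not both; inactive = mean below 60% and not all replicates reaching 60%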;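 also: 0% = median plate neutral-control signal and 100% = twice that signal; values of inactives mirror those of a sister screen read the other way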
#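 Material – SR-BI-overexpressing, LDLR-lacking CHO cells · Medium – BSA-supplemented, HEPES-buffered Ham's F12, pH 7.4 · Doses – single concentration · Times – compound with DiI-HDL co-incubation, 3 h at 37 °C · Measured by – bottom-read fluorescence, 550/595 nm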
# cardiac RTF act: cardiac RTF calcium sensitivity activators, primary screen, biochemical, IANBD-TnC fluorescence, EC20 calcium; IANBD-labeled TnC RTF fluorescence at EC20 calcium; 0% EC20 calcium, 100% full calcium; activation, % at 7.2 µM; actives 0.24% (n = 340,000); AID 493008, 2010;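 active = activation above the mean over all tested compounds plus 3 SD, cut at about 30% in these data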;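 also: rise in fluorescence read as greater calcium sensitivity of cardiac thin filaments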
# PvdQ inh: P. aeruginosa PvdQ acylase inhibitors, primary screen, biochemical, fluorescence, plate reader and imaging, single point; purified PvdQ acylase; PvdQ acylase [Pseudomonas aeruginosa LESB58]; actives 0.063% (n = 340,000); inhibition, % at 10 µM; in the data active = inhibition above about 30%, passing the limit was not always enough; inconclusive = no clear call, values can overlap the other calls;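 also: 0% = vehicle neutral wells and 100% = reference inhibitor wells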
# HTR5A ag ctr: HTR5A agonists in luminescence cell assay, primary screen, counter-screen for OPRM1-OPRD1 heterodimer agonist project, full-deck HTS | 5-hydroxytryptamine receptor 5A (Homo sapiens), P47898 | activation, % at 9.3 µM | AID 504692, 2011 | cell-based | actives 0.61% (n = 340,000); in the data active = activation mostly above about 9.5%, no sharp cut-off; inactive = mostly below about 7.6%;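 also: 0% = cells with vehicle only and 100% = reference agonist; strong numbers were not always called active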
# Rtt109 HAT inh: inhibitors of C. albicans Rtt109/Vps75 HAT, primary screen, biochemical, ThioGlo CoA-SH fluorescence, plate reader | Histone acetyltransferase RTT109 (Candida albicans (strain SC5314 / ATCC MYA-2876)), … | purified Rtt109/Vps75, 4 h | inhibition, % at 34.9 µM | actives 0.16% (n = 330,000) | AID 540336, 2011;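 active = inhibition of at least 50% in every replicate; inconclusive = best replicate reaches 50% inhibition but some replicates fall short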
# Target sequence (Q5AAJ8 whole entry, looked up): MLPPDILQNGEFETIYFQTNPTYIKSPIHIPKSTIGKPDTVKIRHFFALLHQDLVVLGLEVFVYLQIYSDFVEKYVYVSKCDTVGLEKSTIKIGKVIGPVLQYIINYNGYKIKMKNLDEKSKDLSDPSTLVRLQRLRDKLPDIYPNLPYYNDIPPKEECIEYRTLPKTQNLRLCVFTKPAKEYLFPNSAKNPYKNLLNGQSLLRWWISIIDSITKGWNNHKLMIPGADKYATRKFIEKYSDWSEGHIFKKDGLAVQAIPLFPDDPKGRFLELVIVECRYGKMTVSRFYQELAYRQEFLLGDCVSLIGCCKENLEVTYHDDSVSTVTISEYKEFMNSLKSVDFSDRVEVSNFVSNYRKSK
# dFosB act: activators of delta FosB homodimer, primary screen, biochemical, fluorescence polarization, TAMRA-CDK5 oligo, single point | Protein FosB (Mus musculus), P13346 | purified delta FosB; percent of positive-control signal above neutral wells | activation, % at 25 µM | actives 0.99% (n = 340,000);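 active = mean activation above about 17%, with every replicate also reaching it, limit read from the data, passing the limit was not always enough; inconclusive = only one of the two conditions met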;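 also: fluorescence polarization rise as delta FosB binds a TAMRA Cdk5 AP-1 oligo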
# Wnt act: Wnt/beta-catenin pathway activators, primary screen, cell-based, plate reader, single point. Wnt/beta-catenin reporter cell assay, activator. activation, % at 9.35 µM. actives 1.2% (n = 300,000). AID 743398, 2014; in the data active = activation above about 30%, passing the limit was not always enough; inconclusive = no clear call, values can overlap the other calls;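 also: 0% = neutral control wells and 100% = positive control wells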
# CDK5 inh: inhibitors of human CDK5/p35 kinase, primary screen, biochemical, single concentration. Recombinant CDK5/p35, ADP-Glo luminescence, 60 min. inhibition, % at 10 µM. actives 0.01% (n = 330,000). AID 488839, 2010;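 active = highest replicate inhibition of at least 50% and at least 75% of replicates reaching 50%; inconclusive = only one of the two criteria met; inactive = both criteria failed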;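 also: plate controls were DMSO neutral control for no effect and GW8510 at 10 µM for full effect; many of its hits are not listed in these tables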
# Numbers without * were called inactive; ? = inconclusive; · = no result given.
1	COc1ccc(C(=O)N2CCN(c3cnn(-c4ccccc4)c(=O)c3Cl)CC2)cc1
2	O=C(OCc1ccccc1)N1CCC2CC1c1cc(-c3ccc(F)cc3)ccc12 (stereo not given)
3	COc1ccc(Cl)cc1C(=O)Nc1ccc2c(c1)OCO2
4	CCCCCCOC(=O)C1=C(C)NC(=O)NC1c1ccc(O)cc1 (stereo not given)
5	CN1CCN(C(=O)C2CCCN(c3ncnc4c3nc3n4CCCCC3)C2)CC1 (stereo not given)
6	COc1ccc(Nc2ncc(C(=O)N3CCC(C(N)=O)CC3)c3ccccc23)cc1
7	COC(=O)c1ccc(/C=N\N2CCN(c3ccccc3)CC2)cc1
8	CCOC(=O)/C(C#N)=C/c1cn(CCC(=O)O)nc1-c1cccc(Cl)c1
Compound,1,2,3,4,5,6,7,8
MITF act,-7,7,·,-2,1,11,12,-12
SR-BI DiI inh,29,·,38,·,-16,2,14,-10
SR-BI DiI-HDL act,-29,·,-38,·,16,-2,-14,10
cardiac RTF act,2,-11,2,1,-2,-4,-1,5
PvdQ inh,-9,-14,-3,-10,-13,-2,0,6
HTR5A ag ctr,3,-5,-3,2,0,-2,-5,-1
Rtt109 HAT inh,-7,-6,-3,-8,-8,-8,-2,7
dFosB act,-4,-4,-1,-15,-6,-5,-4,-9
Wnt act,0,-1,·,-1,0,·,4,-1
CDK5 inh,0.8,-1.2,-0.9,1.6,-0.1,2.6,1.0,0.1

9	CCC1CCCCN1c1nc(-c2cccc(OC)c2O)nc2ccccc12 (stereo not given)
10	COc1ccc(CCC(=O)Nc2cccc(S(=O)(=O)N3CCOCC3)c2)cc1OC
11	Cc1ccc2c(Cl)cc(Cl)c(OCC(=O)NC(=O)NCc3ccco3)c2n1
12	C/C(=N\NC(=O)CC1N=C(Cc2ccccc2)NNC1=O)c1ccc(Br)cc1 (stereo not given)
13	O=C(NCC1(c2ccccc2)CCCC1)C(=O)N1CCOCC1
14	CCC(C)Cn1c(C(C)C)nc2ccccc21 (stereo not given)
15	C/C(=N\N=C\c1cccc(F)c1)c1nnn(-c2nonc2N)c1C
16	C=CCn1c(O)c(N=NC(=O)OC(C)(C)C)c2ccccc21
Compound,9,10,11,12,13,14,15,16
MITF act,-16,-1,0,-11,·,20,15,8
SR-BI DiI inh,55,65,63,13,7,1,28,-7
SR-BI DiI-HDL act,-55,-65,-63,-13,-7,-1,-28,7
cardiac RTF act,2,-2,0,5,0,9,-6,0
PvdQ inh,3,-13,-13,-20,5,-12,-6,-4
HTR5A ag ctr,-1,-2,0,-4,-2,-1,-2,-2
Rtt109 HAT inh,7,2,-14,-3,1,-3,2,0
dFosB act,-8,-11,-5,-2,2,-4,-3,0
Wnt act,·,-3,·,-3,-5,0,3,·
CDK5 inh,-0.8,2.4,1.7,0.0,-1.1,-0.8,0.5,-1.9

17	O=C(CCNC(=O)c1ccccc1Cl)NCCc1ccc(C(F)(F)F)cc1
18	CCCCOC(=O)n1c(SCC(=O)N(C)C)nc2ccccc21
19	c1ccc(Nc2c3c(nc4ncnn24)CCC3)cc1
20	COC(=O)/C(=C/N(C)C)C(=O)N1CCN(c2ccc(Cl)c(Cl)c2)CC1
21	O=C(NCCN1CCOCC1)c1ccc([N+](=O)[O-])cc1[N+](=O)[O-]
22	COCCOC(=O)c1c(C)oc2ccc(NS(=O)(=O)c3ccccc3)cc12
23	Cc1[nH]c2ccccc2c1-c1csc(N)n1
24	CCN(CC)C(=O)c1sc(NC(=O)C(Sc2ccccc2)c2ccccc2)c(C(=O)OC(C)C)c1C (stereo not given)
Compound,17,18,19,20,21,22,23,24
MITF act,-8,9,-4,8,-9,5,·,-1
SR-BI DiI inh,·,27,-14,18,8,-7,31,-12
SR-BI DiI-HDL act,·,-27,14,-18,-8,7,-31,12
cardiac RTF act,-1,-4,-1,0,5,2,-2,-3
PvdQ inh,-12,-9,-12,26,-13,-9,2,-1
HTR5A ag ctr,2,3,5,4,1,5,1,1
Rtt109 HAT inh,10,-8,1,-9,5,3,4,-9
dFosB act,-7,-28,0,-1,1,-13,0,-14
Wnt act,0,·,·,-1,·,-2,-1,·
CDK5 inh,2.7,0.1,3.6,1.8,2.3,-5.5,2.9,-2.4

25	O=C(NC1CC1)C1=C[C@H](c2coc3ccccc3c2=O)C[C@H](OCCCCO)O1
26	COc1ccc(-c2noc(CCC(=O)NCC3CCN(Cc4cccc(C)c4)CC3)n2)cc1
27	Cc1ccc(S(=O)(=O)N2CCCCC2)cc1NC(=O)c1cnccn1
28	CN1C(=O)C(C)(C)c2cc(S(=O)(=O)N3CCC(C(=O)NCc4ccccc4Cl)CC3)ccc21
29	CC(C)(CNc1ccc([N+](=O)[O-])cc1Cl)CNS(C)(=O)=O
30	CC(Oc1ccc(Br)cc1)C(=O)NCC(C)(C)N1CCOCC1 (stereo not given)
31	COc1ccc(C(=O)Nc2cccc(/C(C)=N\NC(=O)c3ccoc3C)c2)cc1OC
32	O=C(COC(=O)CCNS(=O)(=O)c1ccc(Cl)cc1)Nc1ccccc1OC(F)F
Compound,25,26,27,28,29,30,31,32
MITF act,-4,-1,-6,-7,·,0,26,-5
SR-BI DiI inh,21,4,-1,-9,·,2,?,-8
SR-BI DiI-HDL act,-21,-4,1,9,·,-2,-74,8
cardiac RTF act,-6,-4,-9,1,0,5,-2,-8
PvdQ inh,-5,2,-4,2,-6,-2,9,-10
HTR5A ag ctr,2,6,-7,11,-2,0,-2,-4
Rtt109 HAT inh,-3,-6,-1,2,-1,-3,-1,-5
dFosB act,-7,-8,-3,-19,-7,-6,-8,3
Wnt act,0,·,0,-4,-3,-1,5,-4
CDK5 inh,0.0,-7.1,0.9,-0.2,0.5,-2.0,-0.1,1.0

33	Cc1c(N(C)S(=O)(=O)c2cccc(C(=O)NC(C)C)c2)c(=O)n(-c2ccccc2)n1C
34	CCOc1ccc(C(=O)NNC(=O)CN2C(=O)NC3(CCCC3)C2=O)cc1
35	C=CCN1c2ccccc2[C@]23C[C@@H](C(=O)OC)N(C(=O)OCC)C2=NC(C(=O)OC)=C(C(=O)OC)[C@H]13
36	Cc1ccc(S(=O)(=O)/N=C(\CN2CCOCC2)N2CCOCC2)cc1
37	Cc1c(CN2CCN(CC(C)C)C(CCO)C2)[nH]c2ccc(Cl)cc12 (stereo not given)
38	CC1CC(C)CN(S(=O)(=O)c2ccc(C(=O)NCCCn3ccnc3)cc2)C1 (stereo not given)
39	CC1CCN(c2nc(-c3ccccc3)c(C#N)c(=O)[nH]2)CC1
40	Cc1cc(=O)oc2cc(Oc3ncccn3)ccc12
Compound,33,34,35,36,37,38,39,40
MITF act,4,4,0,·,-5,·,-15,·
SR-BI DiI inh,-7,-7,-18,0,6,2,-10,-10
SR-BI DiI-HDL act,7,7,18,0,-6,-2,10,10
cardiac RTF act,0,1,2,-3,-4,-2,10,6
PvdQ inh,-8,-21,-6,-5,-9,2,-3,-5
HTR5A ag ctr,2,-1,-7,-3,-2,-5,2,4
Rtt109 HAT inh,6,-20,-2,-2,3,20,4,·
dFosB act,-7,-6,2,-5,2,-11,3,-9
Wnt act,-2,0,0,·,-3,·,·,1
CDK5 inh,3.6,0.7,1.4,-3.3,-3.1,0.2,-1.5,-1.8

41	C=CCN(CC=C)C(=O)Cn1cnc([N+](=O)[O-])n1
42	Cc1cc(C)c2c(-n3cccc3)n[nH]c2n1
43	COc1ccc(C(=O)Nc2nnc(CCS(=O)(=O)c3ccc(C)cc3)s2)cc1
44	O=C(c1ccc2c(Cl)c3c(nc2c1)CCCC3)N1CCN(c2ccc(F)cc2)CC1
45	Cc1ccc(C(=O)NC(C)c2ccccc2)o1 (stereo not given)
46	c1csc(-c2nnsc2-c2nc3ccccc3[nH]2)c1
47	CCOC(=O)COc1ccc2c3c(c(=O)oc2c1C)CCC3
48	CCCOc1ccc(CC(=O)NNC(=S)Nc2ccccc2)cc1Br
Compound,41,42,43,44,45,46,47,48
MITF act,18,8,1,-11,0,-4,19,·
SR-BI DiI inh,-3,-26,4,-1,-8,17,3,-5
SR-BI DiI-HDL act,3,26,-4,1,8,-17,-3,5
cardiac RTF act,11,2,5,2,2,-1,-12,-7
PvdQ inh,-22,9,-14,10,-9,-8,-8,-11
HTR5A ag ctr,2,3,3,16*,-2,-1,-5,-1
Rtt109 HAT inh,4,0,2,15,4,-2,-7,20
dFosB act,-12,-10,-6,-4,4,0,-16,11
Wnt act,0,·,0,-5,3,23,·,·
CDK5 inh,3.6,-0.2,0.5,0.5,1.4,-0.2,-1.6,0.2

# Reformatted as labelled records: part of the list above.
(46) c1csc(-c2nnsc2-c2nc3ccccc3[nH]2)c1
- MITF act: -4
- SR-BI DiI inh: 17
- SR-BI DiI-HDL act: -17
- cardiac RTF act: -1
- PvdQ inh: -8
- HTR5A ag ctr: -1
- Rtt109 HAT inh: -2
- dFosB act: 0
- Wnt act: 23
- CDK5 inh: -0.2

(47) CCOC(=O)COc1ccc2c3c(c(=O)oc2c1C)CCC3
- MITF act: 19
- SR-BI DiI inh: 3
- SR-BI DiI-HDL act: -3
- cardiac RTF act: -12
- PvdQ inh: -8
- HTR5A ag ctr: -5
- Rtt109 HAT inh: -7
- dFosB act: -16
- Wnt act: ·
- CDK5 inh: -1.6

(48) CCCOc1ccc(CC(=O)NNC(=S)Nc2ccccc2)cc1Br
- MITF act: ·
- SR-BI DiI inh: -5
- SR-BI DiI-HDL act: 5
- cardiac RTF act: -7
- PvdQ inh: -11
- HTR5A ag ctr: -1
- Rtt109 HAT inh: 20
- dFosB act: 11
- Wnt act: ·
- CDK5 inh: 0.2

# (listing goes on)
49	COc1ccc(NC(=O)CSc2nc3ccsc3c(=O)n2CCC(=O)O)c(OC)c1
50	Cc1ccc(Cn2c(=N)c(C(=O)NCCN3CCOCC3)cc3c(=O)n4ccccc4nc32)cc1
51	COc1ccccc1OCC(=O)Nc1ccc(S(=O)(=O)Nc2onc(C)c2C)cc1
52	Oc1ccc(C=Nc2ccc(N3CCOCC3)cc2)c(O)c1
Compound,49,50,51,52
MITF act,-5,0,1,-17
SR-BI DiI inh,-3,4,·,-3
SR-BI DiI-HDL act,3,-4,·,3
cardiac RTF act,0,4,4,-5
PvdQ inh,-11,5,-9,6
HTR5A ag ctr,3,-2,-4,3
Rtt109 HAT inh,0,-27,-8,0
dFosB act,1,6,-7,-7
Wnt act,0,-1,1,2
CDK5 inh,1.4,-0.9,0.3,-0.1
